Mcl1-Bid inh = disrupts binding of human Mcl-1 to Bid peptide. Q07820. TR-FRET Mcl-1/Bid-Dy647 peptide binding, 1536-well. inhibition, % at 21.7 µM. 220,000 tested, 0.97% active. AID 1021;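 active = compounds that cut the binding signal by more than half at the single screening dose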;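 note: His-tagged Mcl-1 with europium anti-His antibody binding Bid BH3 peptide; 0% = Mcl-1 plus peptide wells and 100% = peptide-only wells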
Target sequence (Q07820 whole entry, looked up): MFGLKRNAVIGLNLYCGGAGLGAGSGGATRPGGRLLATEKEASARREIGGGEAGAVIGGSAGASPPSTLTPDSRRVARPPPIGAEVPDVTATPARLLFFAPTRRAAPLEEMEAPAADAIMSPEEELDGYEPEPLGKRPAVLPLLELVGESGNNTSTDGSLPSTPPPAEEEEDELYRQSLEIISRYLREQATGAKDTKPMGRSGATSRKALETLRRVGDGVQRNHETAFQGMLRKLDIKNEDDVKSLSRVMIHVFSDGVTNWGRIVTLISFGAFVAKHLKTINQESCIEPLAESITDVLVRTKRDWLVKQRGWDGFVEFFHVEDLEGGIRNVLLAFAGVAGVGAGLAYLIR
Cdc42 wt = changes GTP binding to wildtype human Cdc42 | percent activity (GTP binding), % at 10 µM | 190,000 tested, 0.2% active | GST-Cdc42 beads, Bodipy-GTP binding, flow cytometry; actives lie on both sides;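 active = percent activity GTP binding at least 20 points away from the 100% baseline, either down as inhibitor or up as activator; inconclusive = compound flagged as likely green fluorescent from well-wide comparison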;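 note: median bead fluorescence of bound Bodipy-FL-GTP at 100 nM; 0% = excess unlabeled GTP control and 100% = no compound control; below 100% means less GTP binding so inhibitor and above means activator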
Target sequence (P60953 whole entry, looked up): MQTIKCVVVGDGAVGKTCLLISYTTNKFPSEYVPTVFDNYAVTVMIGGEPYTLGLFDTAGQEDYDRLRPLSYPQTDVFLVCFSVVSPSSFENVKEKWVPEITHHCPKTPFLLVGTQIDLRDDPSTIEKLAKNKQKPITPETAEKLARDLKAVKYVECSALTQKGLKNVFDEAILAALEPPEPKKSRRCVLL
Pf gametocyte = P. falciparum stage V gametocyte viability inhibition; P. falciparum stage V gametocytes, ATP luminescence, 24 h; inhibition, % at 10.9 µM; 150,000 tested, 0.065% active; AID 743093;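 active = inhibition above the mean plus 3 SD of compounds within the control limits, set per campaign, cut at about 38% in these data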;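 note: 0% = DMSO wells and 100% = medium only without gametocytes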
Rab2A wt mod = changes GTP binding to wildtype dog Rab2A, up or down; GTP binding activity, % at 10 µM; P61105; 190,000 tested, 0.19% active; AID 760; GST-Rab2 wt beads, Bodipy-GTP binding, flow cytometry;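 active = GTP binding activity at least 20 points away from 100%, either lowered or raised; inconclusive = signal likely due to the compound's own green fluorescence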;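 note: 0% = beads with excess unlabeled GTP and 100% = no-compound control corrected for plate trend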
Rab7 wt GTP bind = modulators of GTP binding to dog Rab7 wildtype GTPase | 190,000 tested, 0.055% active | GST-Rab7 beads, fluorescent GTP binding, flow cytometry; actives lie on both sides; untreated = 100%, excess cold GTP = 0% | GTP binding activity (percent of control), % at 10 µM;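 active = fluorescent GTP binding to Rab7 beads changed by at least 20 points from the 100% baseline, either direction, mostly lower; inconclusive = compound itself probably fluorescent, or too few beads counted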;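 note: median green fluorescence of bound Bodipy-FL-GTP per Rab7 bead population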
Rac1 wt modul = human Rac1 wildtype GTP binding, inhibitors and activators; GST-Rac1 beads, fluorescent GTP binding, flow cytometry; actives lie on both sides; 0 = cold GTP competed, 100 = untreated; GTP binding activity (% of control), % at 10 µM; 190,000 tested, 0.27% active; AID 757;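 active = GTP binding activity at least 20 points away from the 100% control level, either lower or higher; inconclusive = compound flagged as likely green fluorescent, judged across all proteins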
Mcl1-Noxa inh = Mcl-1/Noxa interaction inhibition; AID 1022; 220,000 tested, 1.5% active; TR-FRET Mcl-1/Noxa peptide binding, 2 h; inhibition, % at 21.7 µM;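 active = compounds that cut the protein-peptide binding signal by more than 50% relative to plate controls in a single-dose test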;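 note: His-tagged Mcl-1 with rhodamine Noxa BH3 peptide and terbium anti-His antibody; 0% = Mcl-1 plus Noxa peptide wells and 100% = peptide-only wells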
Avidin fluor = compound fluoresces at 488/530 nm on avidin beads | compound fluorescence 488/530 nm, flow cytometry; active compounds read high | fluorescence (KMESF) at 10 µM | 220,000 tested, 0.38% active | AID 1775; in the data active = fluorescence above about 47; note: inactives centre near 10
Mcl-1 Bim block = disrupts Bim peptide binding to human Mcl-1 | 190,000 tested, 0.1% active | Bead-based flow cytometry, Bim peptide-Mcl-1 binding | Q07820 | inhibition, % at 10 µM; in the data active = inhibition above about 40%;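 note: 0% = no compound tracer wells and 100% = peptide blocker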
HRas wt GTP bind = changes GTP binding to wildtype human HRas; P01112; GTP binding activity, % at 10 µM; GST-Ras wt beads, Bodipy-FL-GTP binding, flow cytometry; actives lie on both sides; 190,000 tested, 0.14% active;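 active = GTP binding activity at least 20% away from the 100% baseline, either lowered as inhibitor or raised as activator; inconclusive = flagged as likely green fluorescent, judged across all proteins in the well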;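 note: 0% = unlabeled GTP competition control and 100% = no-compound control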
Target sequence (P01112 whole entry, looked up): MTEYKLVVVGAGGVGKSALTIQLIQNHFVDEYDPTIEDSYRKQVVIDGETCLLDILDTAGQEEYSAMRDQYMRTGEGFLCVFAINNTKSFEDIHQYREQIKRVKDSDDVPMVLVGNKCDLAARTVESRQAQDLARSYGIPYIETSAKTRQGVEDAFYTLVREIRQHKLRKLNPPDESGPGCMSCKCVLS
Rac1 act GTP bind = human Rac1 activated mutant GTP binding change; P63000; GST-Rac1 activated beads, fluorescent GTP binding, flow cytometry; actives lie on both sides; 100% means binding = to untreated wells; percent activity (GTP binding), % at 10 µM; 190,000 tested, 0.11% active; AID 764;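 active = GTP binding at least 20 percentage points away from the 100% baseline, in either direction, so actives lie on both sides; inconclusive = Compound likely fluorescent itself, or too few beads counted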
Active calls of the source: *; ? = inconclusive; nt = no result given. Not a hit list; overall some 2.7% were active at least once.

#1 Cc1ccnc(SCC(=O)N2CCCc3ccccc32)n1
#2 COc1ccc(-c2onc(C)c2-c2cnn(-c3ccccc3)c2)c(O)c1C
#3 O=C(c1ccc2ccccc2c1)N1CCN(c2ccc([N+](=O)[O-])c(N3CCOCC3)c2)CC1
#4 CCCOc1ccc(/C=N/Nc2ccccc2[N+](=O)[O-])c(OCCC)c1
#5 CCOc1ccc(/C=C\C(C)=N\O)cc1
#6 CC(C)Nc1nc(NC(C)C)nc(Nn2cnnc2)n1
#7 Cc1cccc(C(=O)OCc2cnc(Cl)s2)c1
#8 COc1ccc(C)cc1S(=O)(=O)Nc1ccncc1
#9 CCOC(=O)C1CCCN(c2nc3ccccc3nc2C(C#N)C(=O)OC(C)COC)C1 (configuration not stated)
#10 Cc1[nH]n(-c2ccccc2)c(=O)c1CCO

Assay by compound | 1 | 2 | 3 | 4 | 5 | 6 | 7 | 8 | 9 | 10
Mcl1-Bid inh | -29 | -23 | -7 | -16 | 6 | -6 | 2 | -16 | -1 | -75
Cdc42 wt | 98 | 88 | 98 | 98 | 97 | ? | 92 | 101 | 102 | 99
Pf gametocyte | nt | nt | 4 | nt | -4 | -1 | nt | -8 | nt | 23
Rab2A wt mod | 96 | 89 | 101 | 92 | 104 | ? | 92 | 103 | 99 | 97
Rab7 wt GTP bind | 93 | 93 | 106 | 92 | 100 | ? | 94 | 106 | 96 | 95
Rac1 wt modul | 94 | 90 | 103 | 99 | 96 | ? | 92 | 101 | 100 | 100
Mcl1-Noxa inh | 7 | 9 | 12 | 2 | 9 | -7 | 13 | -3 | 5 | 8
Avidin fluor | 6 | 8 | 31 | 13 | 7 | 6 | 15 | 9 | 17 | 6
Mcl-1 Bim block | 0 | 2 | -2 | 1 | -1 | 7 | -4 | 0 | -1 | -1
HRas wt GTP bind | 94 | 91 | 103 | 96 | 99 | ? | 95 | 101 | 97 | 96
Rac1 act GTP bind | 94 | 90 | 94 | 92 | 102 | ? | 92 | 97 | 99 | 94

Reprinted from the part before: four entries; new compounds follow.
#7 Cc1cccc(C(=O)OCc2cnc(Cl)s2)c1
#8 COc1ccc(C)cc1S(=O)(=O)Nc1ccncc1
#9 CCOC(=O)C1CCCN(c2nc3ccccc3nc2C(C#N)C(=O)OC(C)COC)C1 (configuration not stated)
#10 Cc1[nH]n(-c2ccccc2)c(=O)c1CCO
#11 CCOCCCNC(=O)c1c[nH]c2cc(OC)ccc2c1=O
#12 Cc1nnc(N(C)C(=O)c2cccnc2)s1
#13 CC(C)(C)NC(=O)C(c1cccs1)N(C(=O)c1csnn1)c1cccc(F)c1 (configuration not stated)
#14 CCCCN(C)C(=O)c1cn(CC)c2ccc(S(=O)(=O)N(C)C)cc2c1=O
#15 Clc1ncc(CN2CCN(c3ccccc3)CC2)s1
#16 COc1ccc(C(=O)NCc2nnc(SCC(=O)Nc3ccccc3F)o2)cc1
#17 Cc1cc(C)n2nc(C(=O)Nc3ccc4c(c3)OCO4)nc2n1
#18 Cc1ccc2occ(C(c3nnnn3C3CCCC3)N3CCN(C(=O)c4ccco4)CC3)c(=O)c2c1 (configuration not stated)
#19 COc1ccc(OCC(=O)NNC(=O)C(=O)Nc2ccc(C)cc2)cc1
#20 COc1ccc(S(=O)(=O)Nc2c(C)ccc3nsnc23)cc1OC

Assay by compound | 7 | 8 | 9 | 10 | 11 | 12 | 13 | 14 | 15 | 16 | 17 | 18 | 19 | 20
Mcl1-Bid inh | 2 | -16 | -1 | -75 | -17 | 6 | -21 | -10 | -49 | -35 | -41 | -31 | -52 | -17
Cdc42 wt | 92 | 101 | 102 | 99 | 93 | 99 | 95 | 105 | 101 | 101 | 103 | 97 | 97 | 101
Pf gametocyte | nt | -8 | nt | 23 | 16 | nt | -16 | nt | -13 | 6 | 1 | -7 | -16 | -25
Rab2A wt mod | 92 | 103 | 99 | 97 | 96 | 98 | 98 | 99 | 102 | 100 | 97 | 100 | 96 | 99
Rab7 wt GTP bind | 94 | 106 | 96 | 95 | 101 | 101 | 100 | 96 | 97 | 105 | 98 | 100 | 97 | 97
Rac1 wt modul | 92 | 101 | 100 | 100 | 95 | 101 | 96 | 102 | 107 | 101 | 105 | 98 | 98 | 102
Mcl1-Noxa inh | 13 | -3 | 5 | 8 | -21 | 8 | -21 | -20 | -6 | 7 | 54* | 22 | -1 | 5
Avidin fluor | 15 | 9 | 17 | 6 | 6 | 10 | 11 | 4 | 6 | 6 | 14 | 28 | 0 | 11
Mcl-1 Bim block | -4 | 0 | -1 | -1 | 0 | 0 | 0 | -3 | -1 | -2 | 0 | -2 | -1 | 0
HRas wt GTP bind | 95 | 101 | 97 | 96 | 96 | 101 | 99 | 96 | 103 | 100 | 100 | 101 | 98 | 99
Rac1 act GTP bind | 92 | 97 | 99 | 94 | 96 | 99 | 95 | 99 | 98 | 99 | 98 | 96 | 97 | 98

#21 Cc1ccc(NC(=O)CN(C)C(=O)COc2cccc3cccnc23)cc1
#22 CCOc1cc(C(=O)NC(=S)Nn2cnnc2)cc(OCC)c1OCC
#23 COc1ccc(Cn2nnnc2C(c2cc3ccc(OC)cc3[nH]c2=O)N2CCC(C)CC2)cc1 (configuration not stated)
#24 CCn1c2ccccc2c2cc(NS(=O)(=O)c3ccc(C)cc3)ccc21
#25 Cc1ccc2nc3c(cc2c1)c(NC(=O)C1CCCO1)nn3CC(C)C (configuration not stated)
#26 COc1ccc(-c2ccc(SCC(=O)Nc3nnc(C)s3)nn2)cc1
#27 Cc1ccccc1Oc1nc2ccccc2n2cnnc12
#28 Cc1cc(C(C)(C)C)ccc1OCCN1CCCC1
#29 COc1ccc(CC(=O)NCc2n[nH]c(=S)n2-c2cccc(Cl)c2)cc1
#30 CC1C/C=C/C=C/C=C/C=C/C(O[C@@H]2O[C@H](C)[C@@H](O)[C@H](N)[C@@H]2O)CC2OC(O)(CC(O)CC3OC3/C=C/C(=O)O1)CC(O)C2C(=O)O (some centres not stated)

Assay by compound | 21 | 22 | 23 | 24 | 25 | 26 | 27 | 28 | 29 | 30
Mcl1-Bid inh | -49 | -10 | 32 | 16 | -5 | -5 | -14 | 2 | -28 | -2
Cdc42 wt | 101 | 96 | 98 | 104 | 97 | ? | 90 | 96 | 99 | 98
Pf gametocyte | -5 | -30 | -15 | nt | 7 | 1 | nt | nt | 15 | nt
Rab2A wt mod | 99 | 96 | 99 | 100 | 95 | ? | 93 | 96 | 98 | 100
Rab7 wt GTP bind | 104 | 97 | 102 | 98 | 97 | ? | 101 | 94 | 98 | 105
Rac1 wt modul | 104 | 99 | 100 | 107 | 94 | ? | 94 | 93 | 99 | 101
Mcl1-Noxa inh | -1 | 24 | -8 | 8 | 6 | 4 | -10 | nt | 14 | 8
Avidin fluor | 4 | 14 | 7 | 22 | 10 | 22 | 16 | 7 | 17 | nt
Mcl-1 Bim block | -2 | -5 | 0 | 0 | -4 | -1 | 0 | 0 | -10 | -4
HRas wt GTP bind | 101 | 96 | 101 | 101 | 98 | ? | 94 | 96 | 98 | 98
Rac1 act GTP bind | 98 | 95 | 99 | 101 | 94 | ? | 93 | 93 | 96 | 99

#31 COc1ccc(-c2nc3ccccc3o2)cc1NC(=O)CSc1ccc(Cl)cc1
#32 O=C(Nc1ccc(CN2CCOCC2)cc1)c1ccc(-c2cccc(Cl)c2)o1
#33 CCCCCC(=O)NCC(C)NC(=O)CCCCC (configuration not stated)
#34 CN(c1ccccc1C(=O)O)S(C)(=O)=O
#35 O=C(c1cccs1)N1CCCC1
#36 O=C1[C@H]2[C@H](ON3CCCC[C@H]23)C(=O)N1c1cccc(C(F)(F)F)c1
#37 Cc1cc(C)n(-c2ccc(F)cc2CN2CCN(C3CCCC3)C(CCO)C2)n1 (configuration not stated)
#38 O=C(Nc1cc(SCC(O)CO)cc([N+](=O)[O-])c1)c1ccc(-n2cnnn2)cc1 (configuration not stated)
#39 CCn1cc(C(=O)Nc2ccc(F)c(F)c2)cn1
#40 COc1cc(C(=O)OCn2nnc3ccccc3c2=O)cc(OC)c1OC

Assay by compound | 31 | 32 | 33 | 34 | 35 | 36 | 37 | 38 | 39 | 40
Mcl1-Bid inh | 10 | -30 | 4 | -7 | -9 | -13 | -42 | 46 | 6 | 62*
Cdc42 wt | 104 | 96 | 100 | 108 | 99 | 97 | 96 | 101 | 102 | 102
Pf gametocyte | -5 | 0 | -16 | nt | nt | nt | 13 | 13 | nt | nt
Rab2A wt mod | 99 | 94 | 98 | 102 | 102 | 99 | 96 | 97 | 97 | 101
Rab7 wt GTP bind | 100 | 95 | 100 | 99 | 98 | 95 | 96 | 96 | 96 | 102
Rac1 wt modul | 106 | 99 | 101 | 109 | 105 | 101 | 98 | 97 | 103 | 102
Mcl1-Noxa inh | 23 | -8 | 4 | 21 | 9 | 8 | 10 | 32 | 12 | 15
Avidin fluor | 12 | 3 | 5 | 6 | 4 | 9 | 11 | 10 | 4 | 34
Mcl-1 Bim block | -5 | -3 | -7 | 5 | -6 | -6 | 0 | 0 | -2 | 0
HRas wt GTP bind | 100 | 94 | 100 | 103 | 100 | 98 | 93 | 93 | 99 | 103
Rac1 act GTP bind | 97 | 95 | 99 | 103 | 102 | 96 | 98 | 93 | 100 | 98

#41 S=C(Nc1ccc(Cc2ccncc2)cc1)Nc1cccc(Cl)c1
#42 COC(=O)c1sc2ccccc2c1-n1cccc1C(=O)C(=O)Nc1ccc(F)cc1
#43 CCc1c(C)nc(SC(C(=O)O)c2ccccc2)c(C#N)c1C (configuration not stated)
#44 CCCCn1c(SCC(N)=O)nc2c(sc3ccccc32)c1=O
#45 N#Cc1nc(COc2ccccc2)oc1N1CCN(Cc2ccccc2)CC1
#46 CCOCCCNC(=O)Cc1cc(=O)[nH]c(=O)[nH]1
#47 O=C(NCCN1CCOCC1)c1ccc(-c2ccccc2)cc1

Assay by compound | 41 | 42 | 43 | 44 | 45 | 46 | 47
Mcl1-Bid inh | -40 | -14 | -2 | -21 | 0 | -4 | -10
Cdc42 wt | 96 | 95 | 100 | 97 | 97 | 100 | 104
Pf gametocyte | 8 | 1 | nt | 23 | nt | nt | nt
Rab2A wt mod | 97 | 96 | 96 | 96 | 99 | 101 | 104
Rab7 wt GTP bind | 99 | 96 | 96 | 100 | 96 | 102 | 102
Rac1 wt modul | 100 | 96 | 101 | 103 | 99 | 102 | 101
Mcl1-Noxa inh | 16 | -4 | 3 | -2 | 2 | 1 | 0
Avidin fluor | 8 | 9 | 24 | 11 | 14 | 8 | 10
Mcl-1 Bim block | -4 | -3 | -7 | -5 | -5 | -4 | 0
HRas wt GTP bind | 97 | 96 | 100 | 99 | 97 | 100 | 105
Rac1 act GTP bind | 96 | 95 | 98 | 96 | 98 | 96 | 100

High-throughput results from PubChem.
